# TGFb SMAD3 inh: blocks TGF-b signaling; Potency, µM (series often up to 46.1 µM), inactives show top-dose activity, negative = inhibition, actives largely listed as inhibitors; HepG2 CAGA-GFP TGF-b/SMAD3 reporter, GFP fluorescence, 18 h; TGF-beta stimulated, 500 pg/mL final; actives 1.2% (n = 410,000); note: potency is the fitted concentration of half-maximal effect; % is set by controls: 0 for no effect and ±100 for the full control effect; nearly all actives have a fitted effect of over 65% in size
#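 First, reporter cells (HEPG2 CAGA-GFP) rested 2 h at 37 degrees C. Next, compounds were pinned in and TGF-beta added to 500 pg/mL final. After 18 h, GFP was imaged per cell and summed per well.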
# Mm-Cpn inhibitor: inhibitors of Methanococcus maripaludis chaperonin (MmCpn). purified Mm-Cpn ATPase, ADP Transcreener TR-FRET. actives 0.031% (n = 330,000). Potency, µM (highest dose often 76.9 µM), without a hit: top-dose activity, negative = inhibition, actives largely listed as inhibitors. AID 504842; note: potency is the fitted concentration of half-maximal effect; % is set by controls: 0 for no effect and ±100 for the full control effect; nearly all actives have a fitted effect of over 80% in size
#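 TR-FRET (320 nm excitation; 590 and 665 nm emission) reports ADP made from 10 uM ATP by 25 nM enzyme; compounds were preincubated 10 min, reaction run 30 min, both at 37°C.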
# Nrf2 activator: activates Nrf2 signaling; actives 0.31% (n = 410,000); AREc32 ARE-luciferase reporter (MCF7-derived line), luminescence, 24 h; Potency, µM (highest dose often 46.1 µM), inactives show top-dose activation, hits mostly activators; AID 624171; note: potency is the fitted concentration of half-maximal effect; % of control where 0% means no effect; nearly all actives have a fitted effect of over 65% in size
#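 Quantitative high-throughput format: AREc32 reporter cells, 1000 per well, received compound by pin transfer and were incubated 24 hr at 37 deg C, 5% CO2, before Steady-Glo luminescence detection.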
# Nrf2 block: Nrf2 pathway inhibition | actives 2.1% (n = 360,000) | AID 504444 | A549 ARE-Fluc reporter, luciferase luminescence, 18-24 h | Potency, µM (highest dose often 46 µM), for the others: at the top dose activity change, negative = inhibition, most hits filed as inhibitors; note: potency is the fitted concentration of half-maximal effect; % is set by controls: 0 for no effect and ±100 for the full control effect; nearly all actives have a fitted effect of over 60% in size
#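 Reporter: ARE-Fluc in A549. Exposure: 18-24 h, 37 °C, 5% CO2, 5% FBS OPTI-MEM. Readouts: fluorescent cytotoxicity (CellTiter-Fluor), then luminescent Nrf2 signal after BugLite.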
# CCT chaperon mod: cytosolic chaperonin activity modulation; purified chaperonin ATPase assay, HTRF ADP detection, 30 min; activity change, % (test concentration not listed), hits read low; actives 0.3% (n = 360,000); in the data active = activity change below about -30%; note: % is set by controls: 0 for no effect and ±100 for the full control effect
#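 We incubate TRiC, 40 or 20 nM final, with library compounds at 76 uM and 10 uM ATP for 30 min at 37 °C. ADP formed is detected with Transcreener HTRF reagents after 30 min at room temperature.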
# EPAC2 ag: agonists of human EPAC2 (RAPGEF4). Q8WZA2. EPAC2 activation, biochemical qHTS; response scale: 100% = 6.5 mM cAMP response. Potency, µM (top dose mostly 154 µM), for the others: at the top dose activation, actives largely listed as activators. actives 0.079% (n = 360,000). AID 720711; note: potency is the fitted concentration of half-maximal effect; nearly all actives have a fitted effect of over 50% in size
# Target sequence (Q8WZA2 whole entry, looked up): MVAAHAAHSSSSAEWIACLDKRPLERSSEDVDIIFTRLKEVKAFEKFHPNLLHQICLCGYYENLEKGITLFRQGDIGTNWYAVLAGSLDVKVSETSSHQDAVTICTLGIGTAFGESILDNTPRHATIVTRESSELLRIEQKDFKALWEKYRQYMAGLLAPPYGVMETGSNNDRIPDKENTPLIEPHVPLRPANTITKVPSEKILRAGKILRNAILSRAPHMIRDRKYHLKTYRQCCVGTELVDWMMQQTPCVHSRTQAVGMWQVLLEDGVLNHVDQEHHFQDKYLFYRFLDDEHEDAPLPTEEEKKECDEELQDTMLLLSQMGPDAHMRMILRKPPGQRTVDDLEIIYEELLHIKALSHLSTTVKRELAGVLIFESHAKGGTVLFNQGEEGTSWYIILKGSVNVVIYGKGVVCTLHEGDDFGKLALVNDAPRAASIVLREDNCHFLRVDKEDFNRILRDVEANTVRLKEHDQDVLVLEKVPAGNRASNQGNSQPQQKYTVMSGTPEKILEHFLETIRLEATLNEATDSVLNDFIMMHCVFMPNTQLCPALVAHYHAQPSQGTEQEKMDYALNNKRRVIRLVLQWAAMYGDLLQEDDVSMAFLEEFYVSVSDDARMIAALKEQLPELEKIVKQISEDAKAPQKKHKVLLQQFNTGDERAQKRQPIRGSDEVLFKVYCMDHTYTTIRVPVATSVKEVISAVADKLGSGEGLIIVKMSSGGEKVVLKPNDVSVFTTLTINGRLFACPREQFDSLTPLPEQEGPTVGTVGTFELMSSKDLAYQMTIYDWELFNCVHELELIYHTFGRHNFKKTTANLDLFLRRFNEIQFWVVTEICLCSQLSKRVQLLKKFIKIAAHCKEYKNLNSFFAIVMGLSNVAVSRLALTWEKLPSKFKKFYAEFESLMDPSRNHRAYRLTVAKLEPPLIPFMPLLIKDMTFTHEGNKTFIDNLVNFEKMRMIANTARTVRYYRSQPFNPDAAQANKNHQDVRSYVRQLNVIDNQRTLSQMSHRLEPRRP
#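 Nucleotide exchange monitored as fluorescence drop when BODIPY-GDP leaves Rap1B. Reaction: 100 nM EPAC2, 250 nM RAP1B-BODIPY-GDP, 50 uM GDP, room temperature, kinetic read over 30 min. Activity expressed relative to 6.5 mM cAMP.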
# EPAC2 antag: blocks human EPAC2 exchange factor. EPAC2 GEF exchange of Rap1B-BODIPY-GDP, fluorescence. Potency, µM (doses to about 114 µM), without a hit: at the top dose activity, negative = inhibition, hits mostly inhibitors. actives 0.18% (n = 360,000). Q8WZA2. AID 720708; note: potency is the fitted concentration of half-maximal effect; % is set by controls: 0 for no effect and ±100 for the full control effect; nearly all actives have a fitted effect of over 45% in size; many of its hits are not listed in these tables
# A549 viability: kills or reduces viability of A549 cells in Nrf2 counter-screen. A549 ARE-Fluc cells, CellTiter-Fluor viability, 18-24 h. Potency, µM (top dose mostly 46 µM), without a hit: at the highest dose activity change, negative = cytotoxicity, most hits filed as inhibitors. actives 0.16% (n = 390,000). AID 504648; note: potency is the fitted concentration of half-maximal effect; % is set by controls: 0 for no effect and ±100 for the full control effect
#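 A549 ARE_Fluc cells in 5% FBS OPTI-MEM were exposed to compounds in concentration-response for 18-24 h at 37 deg C. Viability was read by CellTiter-Fluor fluorescence (Ex 405/Em 525) after 30 min, before the luciferase read.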
# pAkt inh: Akt phosphorylation inhibition. Neuro2A IGF-stimulated pAkt S473 HTRF, 20 min; active compounds read low. activity change, % for hits at 50 µM. actives 0.32% (n = 360,000). AID 651550; in the data active = activity change below about -80%; inconclusive = mostly about -51% to -80%; note: % is set by controls: 0 for no effect and ±100 for the full control effect
#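 Neuro2A cells in DMEM with 0.5% FBS, overnight at 37 deg C, given compound at single 50 µM final, then IGF (6 nM final) for 20 min at 37 deg C. Lysed; phospho-Akt Ser473 by HTRF after 24 h, 665/615 ratio.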
# The depositor's hits bear a star; i = inactive; ? = inconclusive; . = not tested or not shown. Unless noted, calls come from the whole dose curve; as a rule, active = well fitted curve in the direction sought with a large enough effect; inconclusive = small, poorly fitted or top-dose-only effect, or another doubt; inactive = no such curve, though single readings can be large; an effect the other way counts as inactive or inconclusive.
SMILES,TGFb SMAD3 inh,Mm-Cpn inhibitor,Nrf2 activator,Nrf2 block,CCT chaperon mod,EPAC2 ag,EPAC2 antag,A549 viability,pAkt inh
C=CCNC(=O)NC(=O)COC(=O)CNS(=O)(=O)c1ccc(F)c(F)c1F,17%,0%,-0.5%,0%,0.9,6%,-8%,0%,i
COC(=O)CNC(=O)c1cc(-c2ccncc2)nc2ccccc12,-1%,1%,0.5%,-23%,-3.3,-2%,-3%,3%,i
COc1ccc(CCNC(=O)NC2CCCCC2)cc1,1%,0%,-0.2%,29%,-1.9,-1%,4%,4%,i
C=C(C)C(=O)Nc1cccnc1Oc1ccc(F)cc1,-15%,-2%,4.3%,-4%,-2.3,2%,-2%,3%,i
Cc1ccc(S(=O)(=O)NC(CC(=O)O)c2ccc(F)cc2)cc1 (stereo not given),-9%,-2%,-0.3%,1%,0.1,6%,0%,-3%,i
Cc1ccc(CNc2nc(-c3ccco3)nn2C(=O)c2ccccc2[N+](=O)[O-])cc1,-1%,.,-1.0%,?,.,.,.,1%,.
CCCOC(=O)c1ccc(Oc2cn[nH]c2-c2ccc(O)cc2O)cc1,?,2%,-0.6%,?,2.0,20%,-17%,-11%,i
O=C(CSc1n[nH]c(=O)n1Cc1ccccc1)Nc1ccc(F)c(F)c1F,4%,2%,-0.6%,-26%,-1.6,7%,-6%,8%,i
Cc1ccc(NC(=O)COC(=O)Cc2cccs2)cc1S(=O)(=O)N1CCOCC1,17%,4%,4.0%,5%,-0.8,4%,-6%,0%,i
COc1ccc(C(=O)OCn2nnc3ccccc3c2=O)cc1[N+](=O)[O-],9%,3%,0.3%,-15%,-1.2,0%,-12%,1%,i
CCOc1ccccc1NC(=O)c1cccc(NC(=O)C(C)C)c1,?,3%,-0.3%,-18%,1.2,6%,5%,15%,i
Nc1cc(C(F)(F)F)ccc1NCCc1ccccn1,15%,-5%,13µM*,-4%,-107*,6%,-17%,-17%,i
COCCN(C(=O)c1ccccc1F)c1c(N)n(Cc2ccccc2)c(=O)[nH]c1=O,-11%,0%,0.0%,22%,-2.8,9%,-2%,6%,i
CC1(C)Cc2c(sc3ncn(N)c(=N)c23)CO1,2%,-1%,3.4%,4%,-0.8,-2%,-1%,-1%,i
CCOC(=O)C1OC2(CCCC2)OC1C(=O)OCC (stereo not given),1%,.,-1.6%,?,0.7,4%,23%,5%,i
Cc1ccc2cc(C(c3nnnn3CC3CCCO3)N3CCCC4(CCCCC4)C3)c(=O)[nH]c2c1 (stereo not given),-8%,.,2.1%,?,-1.9,-14%,-1%,-23%,i
COc1ccc(OCc2cc(C(=O)NCC(C)(C)N3CCOCC3)no2)c(Cl)c1,27%,-3%,2.7%,7%,0.3,11%,8%,-6%,i
Cc1ccc(NC(=O)CSc2cn(CC(=O)N3CCOCC3)c3ccccc23)cc1Cl,?,.,7.8%,-4%,.,.,.,1%,.
Cn1c(N)c(C(=O)CSc2nnc(C3CC3)n2-c2ccccc2)c(=O)[nH]c1=O,28%,0%,-0.6%,-1%,3.3,-1%,13%,2%,i
CCOC(=O)c1sc(NC(=O)CSc2nc(C)cc(C(F)(F)F)n2)c(C#N)c1C,0%,1%,0.1%,?,2.2,-7%,10%,-6%,i
CCn1cc(C(=O)N2CC(C)CC(C)C2)c(=O)c2cc(S(=O)(=O)N(C)C)ccc21 (stereo not given),7%,0%,-0.7%,9%,-2.9,16%,0%,3%,i
COP1(=O)C=C[C@H](N(Cc2ccccc2)S(=O)(=O)c2ccccc2[N+](=O)[O-])[C@@H](C)O1 (stereo not given in full),?,-2%,9.1%,2%,0.5,8%,5%,5%,i
CCOc1ccc(-c2nonc2NC(=O)c2oc3ccc(Br)cc3c2C)cc1,-19%,.,-0.6%,?,.,.,.,?,.
COc1ccccc1-n1cc(-c2ccc([N+](=O)[O-])cc2)[nH]c1=S,-8%,0%,3.5%,21%,0.1,2%,-25%,1%,i
Nc1nc(-c2ccc3c(c2)CCO3)cs1,8%,0%,8.5%,?,-2.3,3%,0%,0%,i
Cc1nc(N)nc(N/N=C/c2ccccc2)n1,-5%,0%,3.2%,21%,-1.5,7%,14%,0%,i
Cc1cccc(-n2c(SCC(=O)N3CCCC3)nnc2-c2ccccn2)c1C,-4%,2%,-0.4%,0%,7.8,2%,9%,-2%,i
CCCCC(=O)OCC(=O)C1(O)Cc2c(O)c3c(c(O)c2C(OC2CC(NC(=O)C(F)(F)F)C(O)C(C)O2)C1)C(=O)c1c(OC)cccc1C3=O (stereo not given),?,.,-2.1%,9.2µM*,0.9,-3%,-11%,?,i
COC(=O)c1ccc(Cn2c(CN3CCOCC3)nc3ccccc3c2=O)o1,-9%,0%,-0.1%,8%,-0.2,-4%,5%,-5%,i
Cc1c(Cl)cccc1NC(=O)C1CCCN(c2ncnc3onc(C)c23)C1 (stereo not given),-13%,.,-0.2%,-20%,.,.,.,1%,.
COc1ccc(C(=O)NC(=S)N2CCCCC2c2cccnc2)cc1OC (stereo not given),-15%,0%,5.4%,?,-1.1,2%,-8%,6%,i
Cc1cc(NC(=O)C2CCN(S(=O)(=O)c3cccc4nsnc34)CC2)ccc1Br,?,.,-0.9%,-13%,.,.,.,7%,.
CN(C(=O)COc1cccc(C#N)c1)C1CCS(=O)(=O)C1 (stereo not given),-2%,1%,-0.9%,-7%,2.9,3%,0%,15%,i
CC(=O)Nc1ccc(S(=O)(=O)Nc2ccc3c(c2)CCC3)cc1,-20%,4%,-0.2%,-22%,1.3,4%,-11%,1%,i
CCCc1cc(N2CCCC(C(=O)NCC)C2)n2ncnc2n1 (stereo not given),10%,-2%,0.0%,6%,0.1,-1%,-2%,-1%,i
Cn1cnc(C(=O)NC2CCN(C(=O)OC(C)(C)C)CC2)c1C(=O)NC1CCN(C(=O)OC(C)(C)C)CC1,8%,-3%,0.2%,2%,1.2,-2%,13%,-2%,i

# 13 entries from above in a different format:
SMILES	TGFb SMAD3 inh	Mm-Cpn inhibitor	Nrf2 activator	Nrf2 block	CCT chaperon mod	EPAC2 ag	EPAC2 antag	A549 viability	pAkt inh
C=CCNC(=O)NC(=O)COC(=O)CNS(=O)(=O)c1ccc(F)c(F)c1F	17%	0%	-0.5%	0%	0.9	6%	-8%	0%	i
COC(=O)CNC(=O)c1cc(-c2ccncc2)nc2ccccc12	-1%	1%	0.5%	-23%	-3.3	-2%	-3%	3%	i
COc1ccc(CCNC(=O)NC2CCCCC2)cc1	1%	0%	-0.2%	29%	-1.9	-1%	4%	4%	i
C=C(C)C(=O)Nc1cccnc1Oc1ccc(F)cc1	-15%	-2%	4.3%	-4%	-2.3	2%	-2%	3%	i
Cc1ccc(S(=O)(=O)NC(CC(=O)O)c2ccc(F)cc2)cc1 (stereo not given)	-9%	-2%	-0.3%	1%	0.1	6%	0%	-3%	i
Cc1ccc(CNc2nc(-c3ccco3)nn2C(=O)c2ccccc2[N+](=O)[O-])cc1	-1%	.	-1.0%	?	.	.	.	1%	.
CCCOC(=O)c1ccc(Oc2cn[nH]c2-c2ccc(O)cc2O)cc1	?	2%	-0.6%	?	2.0	20%	-17%	-11%	i
O=C(CSc1n[nH]c(=O)n1Cc1ccccc1)Nc1ccc(F)c(F)c1F	4%	2%	-0.6%	-26%	-1.6	7%	-6%	8%	i
Cc1ccc(NC(=O)COC(=O)Cc2cccs2)cc1S(=O)(=O)N1CCOCC1	17%	4%	4.0%	5%	-0.8	4%	-6%	0%	i
COc1ccc(C(=O)OCn2nnc3ccccc3c2=O)cc1[N+](=O)[O-]	9%	3%	0.3%	-15%	-1.2	0%	-12%	1%	i
CCOc1ccccc1NC(=O)c1cccc(NC(=O)C(C)C)c1	?	3%	-0.3%	-18%	1.2	6%	5%	15%	i
Nc1cc(C(F)(F)F)ccc1NCCc1ccccn1	15%	-5%	13µM*	-4%	-107*	6%	-17%	-17%	i
COCCN(C(=O)c1ccccc1F)c1c(N)n(Cc2ccccc2)c(=O)[nH]c1=O	-11%	0%	0.0%	22%	-2.8	9%	-2%	6%	i

# Additional compounds follow.
SMILES,TGFb SMAD3 inh,Mm-Cpn inhibitor,Nrf2 activator,Nrf2 block,CCT chaperon mod,EPAC2 ag,EPAC2 antag,A549 viability,pAkt inh
Cc1cc(Nc2ccc(F)c(Cl)c2)n2nc(C)nc2n1,-3%,0%,3.9%,-3%,1.6,1%,5%,5%,i
O=C(CSc1nnc(CNC(=O)c2ccccc2F)o1)Nc1ccc2c(c1)OCCO2,-13%,1%,0.3%,.,1.9,2%,-6%,-7%,i
COc1ccccc1-c1oc2ccccc2c1C#CCO,-3%,1%,11%,-3%,-1.0,12%,-2%,0%,i
CCn1c(SCc2ccc(C(=O)Nc3cc(C)cc(C)c3)cc2)nnc1-c1ccncc1,-20%,1%,2.0%,?,-1.9,4%,-4%,2%,i
CCCCC[C@@H](C)N1C[C@H](COCc2ccccc2)Oc2cc(N3CCC[C@@H]3CO)ccc2S1(=O)=O,.,.,-0.4%,.,-0.3,-6%,-23%,.,i
CN(NC(N)=O)c1ncc(C(F)(F)F)cc1Cl,-3%,0%,-0.2%,8%,-1.7,6%,0%,-5%,i
Cc1nnc(NC(=O)c2cccc(S(=O)(=O)N3CCc4ccccc43)c2)s1,0%,-1%,-0.1%,?,-2.7,6%,-1%,-2%,i

# Screening results (PubChem)

# Some of the compounds tested; the hit share may differ from the screen's.
